pPAFAH inh – inhibitors of human plasma PAF acetylhydrolase (pPAFAH). AID 463082. 1.5% of 330,000 active. Q13093. inhibition, % at 3.39 µM. recombinant pPAFAH, FP-rhodamine probe fluorescence polarization;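 active = inhibition above the mean inhibition across the screen plus 3 SD, cut at about 25% in these data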;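 also: inhibitors block binding of the rhodamine activity-based probe so polarization drops; 0% = enzyme with DMSO and 100% = wells lacking pPAFAH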
Target sequence (Q13093 whole entry, looked up): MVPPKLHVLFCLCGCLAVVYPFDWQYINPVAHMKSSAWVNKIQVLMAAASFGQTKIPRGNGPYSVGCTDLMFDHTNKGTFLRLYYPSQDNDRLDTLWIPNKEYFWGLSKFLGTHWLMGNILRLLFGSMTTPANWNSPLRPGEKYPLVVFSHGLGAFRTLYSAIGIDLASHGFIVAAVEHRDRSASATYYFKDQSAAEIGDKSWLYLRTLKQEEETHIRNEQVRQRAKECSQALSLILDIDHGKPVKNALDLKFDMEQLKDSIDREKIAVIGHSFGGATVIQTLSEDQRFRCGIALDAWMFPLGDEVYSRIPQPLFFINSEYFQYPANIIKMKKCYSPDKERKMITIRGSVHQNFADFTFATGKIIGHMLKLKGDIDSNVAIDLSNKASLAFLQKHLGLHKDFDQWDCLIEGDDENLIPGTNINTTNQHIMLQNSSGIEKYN
GSTO1 inh – GSTO1 inhibition, counter-screen for RBBP9 inhibitors; P78417; recombinant GSTO1, activity-based probe fluorescence polarization; inhibition, % at 5.96 µM; 1.1% of 300,000 active; AID 1974;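 active = inhibition above the campaign mean inhibition plus 3 SD, cut at about 35% in these data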;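 also: 0% = GSTO1-1 with DMSO and 100% = wells lacking GSTO1-1 enzyme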
PAFAH2 inh – inhibitors of human PAFAH2 | Q99487 | recombinant PAFAH2, FP-rhodamine activity probe, fluorescence polarization | inhibition, % at 3.39 µM | 0.99% of 340,000 active | AID 492956;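 active = inhibition above the mean over all tested compounds plus 3 SD, cut at about 30% in these data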;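 also: inhibitors block probe labeling of enzyme so polarization drops; 0% = enzyme with DMSO and 100% = wells lacking PAFAH2 protein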
PAD4 inh – blocks human protein arginine deiminase 4 | Q9UM07 | recombinant PAD4, RCA probe fluorescence polarization | inhibition, % at 6.36 µM | 0.41% of 330,000 active;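 active = percent inhibition above a cutoff equal to the mean of all tested compounds plus 3 SD, cut at about 15% in these data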;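 also: 0% = PAD4 with RCA probe and DMSO and 100% = probe without PAD4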
LYPLA1 inh – LYPLA1 (human) inhibition in PME1 counter-screen | 0.16% of 320,000 active | O75608 | inhibition, % at 5.9 µM | recombinant LYPLA1, FP-Rh probe fluorescence polarization;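 active = inhibition above the mean of all tested compounds plus 3 SD, set per campaign, cut at about 14% in these data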;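 also: inhibitors block serine hydrolase probe labeling of LYPLA1 so polarization falls; 0% = enzyme with DMSO and 100% = wells lacking LYPLA1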
PAFAH1B2 FP inh – PAFAH1B2 (human) inhibition | 1.2% of 340,000 active | AID 492953 | recombinant PAFAH1B2, FP-rhodamine activity probe, fluorescence polarization | P68402 | inhibition, % at 3.39 µM;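 active = inhibition above the mean of all tested compounds plus 3 SD, cut at about 24% in these data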;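 also: 0% = enzyme with DMSO and 100% = wells lacking PAFAH1B2; many of its hits are not listed in these tables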
Target sequence (P68402 whole entry, looked up): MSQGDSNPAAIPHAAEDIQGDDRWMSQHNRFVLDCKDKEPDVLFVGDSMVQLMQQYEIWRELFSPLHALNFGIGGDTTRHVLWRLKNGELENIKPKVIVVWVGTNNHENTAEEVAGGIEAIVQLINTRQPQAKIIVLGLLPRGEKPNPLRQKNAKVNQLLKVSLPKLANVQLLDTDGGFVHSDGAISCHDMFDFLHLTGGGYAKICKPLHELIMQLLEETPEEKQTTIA
PREPL inhibitor – human PREPL enzyme inhibition | 0.68% of 320,000 active | inhibition, % at 5.96 µM | AID 2751 | recombinant PREPL, fluorescence polarization activity-based probe | Q4J6C6; in the data active = inhibition above about 43%;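 also: 0% = enzyme with DMSO and 100% = wells lacking enzyme; many of its hits are not listed in these tables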
LYPLA2 counter – LYPLA2 (human) inhibition in PME1 counter-screen | O95372 | inhibition, % at 5.9 µM | recombinant LYPLA2, FP-Rh probe fluorescence polarization | 0.38% of 320,000 active;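 active = inhibition above the screen-wide mean plus 3 SD, limit set per campaign, cut at about 26% in these data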;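 also: 0% = LYPLA2 with DMSO and 100% = wells lacking LYPLA2 enzyme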
PAFAH1B3 inh – inhibitors of human PAFAH1B3. recombinant PAFAH1B3, FP-rhodamine probe, fluorescence polarization. inhibition, % at 3.39 µM. 0.28% of 340,000 active. Q15102;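 active = inhibition above the screen-wide average of all tested compounds plus 3 SD, cut at about 25% in these data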;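 also: 0% = enzyme with DMSO only and 100% = wells lacking PAFAH1B3 protein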
Target sequence (Q15102 whole entry, looked up): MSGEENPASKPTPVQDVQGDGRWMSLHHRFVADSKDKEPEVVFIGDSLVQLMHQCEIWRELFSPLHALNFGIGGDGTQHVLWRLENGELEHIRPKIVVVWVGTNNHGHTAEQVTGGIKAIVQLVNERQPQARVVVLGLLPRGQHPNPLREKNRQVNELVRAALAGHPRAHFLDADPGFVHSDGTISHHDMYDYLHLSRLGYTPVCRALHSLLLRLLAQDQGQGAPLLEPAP
* marks the source's active call; other numbers are inactive results; · = no result given. An excerpt; the hit share may differ from the screen's.

SMILES	pPAFAH inh	GSTO1 inh	PAFAH2 inh	PAD4 inh	LYPLA1 inh	PAFAH1B2 FP inh	PREPL inhibitor	LYPLA2 counter	PAFAH1B3 inh
Cc1ccc(N=Nc2c(N)nn(-c3ccccc3)c2N)cc1	9	-4	-3	-2	0	2	62*	7	9
CC(C)CCn1nc(C(=O)Nc2nc3c(s2)CCCC3)c2ccccc2c1=O	4	-3	-9	1	-6	1	-5	-10	11
Cc1ccc(CNC(=O)C2CSC3(C)CCC(=O)N23)cc1 (centres undefined)	4	·	0	-3	·	12	4	·	3
COc1ccc(Oc2nnnn2-c2ccccc2)cc1	7	6	-6	11	3	2	5	6	-4
Cc1ccc2c(c1)S/C(=C/c1ccc[n+](CCO)c1)N2C	1	17	0	-4	-2	7	11	4	4
CCOc1ccc(-c2nnc(SCC(=O)O)n2Cc2ccccc2)cc1	2	3	10	-4	2	0	-5	2	3
COC(=O)CN(C#N)c1nc(NC(C)C)nc(NC(C)C)n1	-4	1	4	0	2	-2	-6	1	4
Cc1ccc(S(=O)(=O)N2CCCC(C(=O)N3CCCc4ccccc43)C2)cc1 (centres undefined)	6	-1	1	-1	-2	13	5	7	4
O=C(COC(=O)c1ccc2ccccc2n1)Nc1ccccc1F	20	·	6	1	·	3	8	·	5
CCC(C)(C(=O)NC1CCCCC1)N(Cc1ccco1)C(=O)c1ccc2c(c1)OCO2 (centres undefined)	2	3	-4	3	1	3	20	2	4
NS(=O)(=O)c1ccc(NN=C2CCCCC2)c([N+](=O)[O-])c1	7	0	3	0	1	1	14	8	0
C=CC(=O)N=c1sc2ccccc2n1-c1ccccc1	7	-21	1	2	-1	9	10	0	55*
Cc1noc(C)c1COC(=O)COc1cccc2c1OC(C)(C)C2	-4	-7	3	-6	4	2	-16	-4	8
Cc1cccc(NC(=O)c2ccccc2-c2ccccc2)c1	4	5	2	-1	-1	4	6	-3	4
Cc1ccc(CSc2nnc3ccc(-c4ccncc4)nn23)cc1	-3	1	-7	0	-2	-2	-9	-2	2
O=C(COC(=O)c1cc[n+]([O-])cc1)Nc1ccccc1Cl	3	0	7	-2	0	2	-2	1	8
COc1cc(C)c(NC(=O)C(=S)NCCc2ccccc2)cc1C	2	-6	0	-3	-2	-1	-1	-5	-2
c1coc(C2Nc3ccccc3-c3nc4ccccc4n32)c1 (centres undefined)	5	-12	2	-6	-15	-1	4	-22	-5
C/C(=N\NC(=O)c1ccc(-c2ccccc2)cc1)C1C(=O)c2ccccc2C1=O	53*	29	20	-2	10	29*	10	5	20
O=c1oc2cc(O)ccc2c2ccccc12	2	-3	4	2	0	0	0	4	13
COc1ccc(C(=O)N(CC2CCCO2)C(C(=O)NC2CCCC2)c2ccc(Cl)cc2)cc1OC (centres undefined)	3	4	-5	-1	4	1	3	1	-2
Cc1ccccc1OCC(=O)O/N=C(\N)c1ccncc1	2	-7	1	-4	-3	5	1	5	12
CCCn1c(Cc2ccccc2)nnc1SC(C)C(=O)NC1CC1 (centres undefined)	5	·	-1	-1	-3	2	3	0	6
CCc1ccc(C(=O)NCC2COc3ccccc3O2)o1 (centres undefined)	2	3	1	1	1	1	-9	10	-5
CCOC(=O)N1CCC(C(=O)Nc2ccc(OCC)cc2)CC1	5	4	3	0	-2	-2	-7	-1	5

A draw from above in order of molar mass, low to high.
SMILES	pPAFAH inh	GSTO1 inh	PAFAH2 inh	PAD4 inh	LYPLA1 inh	PAFAH1B2 FP inh	PREPL inhibitor	LYPLA2 counter	PAFAH1B3 inh
CCc1ccc(C(=O)NCC2COc3ccccc3O2)o1 (centres undefined)	2	3	1	1	1	1	-9	10	-5
CCC(C)(C(=O)NC1CCCCC1)N(Cc1ccco1)C(=O)c1ccc2c(c1)OCO2 (centres undefined)	2	3	-4	3	1	3	20	2	4
COc1ccc(C(=O)N(CC2CCCO2)C(C(=O)NC2CCCC2)c2ccc(Cl)cc2)cc1OC (centres undefined)	3	4	-5	-1	4	1	3	1	-2

Further compounds:
SMILES	pPAFAH inh	GSTO1 inh	PAFAH2 inh	PAD4 inh	LYPLA1 inh	PAFAH1B2 FP inh	PREPL inhibitor	LYPLA2 counter	PAFAH1B3 inh
CCc1nnc2sc(-c3ccc(NC(=O)CSc4ccc(Cl)cc4)cc3)nn12	3	2	-4	-6	2	1	-27	-4	-3
Cc1ccc(S(=O)(=O)N(C)c2cc(S(=O)(=O)Nc3ccncc3)c(C)cc2C)cc1	2	2	6	2	-2	2	3	-2	8
c1ccc(CN2CCN(c3nc(-c4ccccc4)nc4ccccc34)CC2)cc1	2	-3	-9	0	-2	0	-16	0	-8
O=C(N=C1SC2CS(=O)(=O)CC2N1c1ccc(Br)cc1F)C1CC1 (centres undefined)	2	2	-5	-2	1	4	2	16	12
CC1Cc2ccccc2N1C(=O)c1ccc2snnc2c1 (centres undefined)	4	7	-7	-1	-1	3	4	3	1
CCOC(=O)/C(C#N)=C1\CC2CCC1(C)C2(C)C (centres undefined)	-3	5	5	0	-2	6	4	2	4
Cc1ccc(C)c(S(=O)(=O)Nc2ccc(C(=O)N3CCC3)cc2)c1	8	1	0	-2	2	3	-1	-2	0
COc1ccc(NC(=O)c2cc3nc(-c4ccccc4)cc(C)n3n2)cc1OC	2	1	6	-2	3	2	32	0	6
Cc1c(CNCCc2ccccc2)c(C(=O)O)c(C)n1-c1ccccc1	3	-4	-8	-4	1	1	4	-4	2
CCn1cc(Cl)c(C(=O)Nc2cc(C(=O)OC)cc(C(=O)OC)c2)n1	-9	4	1	-3	1	0	-7	2	-1
N#Cc1ccc(OCC(=O)OCC(=O)Nc2cc(C(F)(F)F)ccc2N2CCOCC2)cc1	15	-1	0	-7	-2	2	4	1	5
N#C/C(=C\c1ccc(Cl)cc1)c1nc2ncccc2[nH]1	9	16	-5	-1	-3	8	26	-1	4
CCC(C)OC(=O)c1cc(C)nc2c(Br)cc(Br)cc12 (centres undefined)	-5	4	3	-1	1	6	7	3	7
CC(=O)N1CCOc2ccc(S(=O)(=O)N3CCC(C(=O)Nc4ccccc4F)CC3)cc21	1	5	3	0	-2	3	0	0	6
CCc1nc(SCc2cccnc2)[nH]c(=O)c1C	7	-1	-3	-5	0	4	0	3	3
COc1ccc(Br)cc1CN1CCN(C(=O)c2ccc(F)cc2)CC1	14	1	0	-3	-2	10	9	-1	7
COc1ccc(NC(=O)CN(C)C(=O)CNC(=O)c2cccs2)cc1	-9	1	1	-5	-1	-1	8	-1	1
COc1ccc([C@@H]2[C@@H]3C(=O)N(C(C)(C)C)C(=O)[C@@H]3[C@]3(Cc4ccc(Cl)cc4)C(=O)N(c4cccc(C)c4)C(=O)N23)cc1	5	0	5	-2	-5	6	-5	-5	2
O=C(CCC1CCCCC1)Nc1ccccc1O	2	2	22	0	0	7	23	2	1
O=C1Nc2ncccc2OC1CCCl (centres undefined)	1	13	6	-6	1	6	0	4	-2
CC(=O)OC(c1nc2ccccc2c(=O)n1C1CC2(OC1=O)c1ccccc1N1C(=O)C(C)(C)N(O)C12)C(C)C (centres undefined)	15	7	5	-1	1	0	5	1	1
C=CCn1c(SCC(=O)NCc2ccco2)nnc1C1CCCCC1	2	-4	3	0	-1	2	9	12	2
CCn1c(C)c(C(C)=O)c(N2CCN(C(=O)c3ccco3)CC2)nc1=S	4	-1	2	6	2	1	7	3	-5
CC(C)C(NC(=O)CN1C(=O)c2ccccc2S1(=O)=O)C(C)C	0	-6	4	6	-5	1	20	-7	-1
Cc1cc(NC(=O)c2cccc(S(=O)(=O)N(C)C)c2)n(-c2ccccn2)n1	3	5	-10	-1	-1	3	4	2	4
(list continues)
SMILES	pPAFAH inh	GSTO1 inh	PAFAH2 inh	PAD4 inh	LYPLA1 inh	PAFAH1B2 FP inh	PREPL inhibitor	LYPLA2 counter	PAFAH1B3 inh
Cc1nnc(SCc2cccs2)[nH]c1=O	10	-7	6	-6	0	0	-13	3	3
CCOC(=O)c1c(C)n(C)c2ccc(O)c(CN(C)C)c12	10	15	5	-8	2	3	22	9	1
COc1cc(NC(=O)c2ccc(=O)[nH]n2)cc(OC)c1OC	0	0	-9	3	-6	3	-4	-6	10
CC(C)c1ccc2[nH]c(O)c(N=NC(=O)c3cccc(S(=O)(=O)N4CCCCC4)c3)c2c1	5	1	-1	-8	-2	-2	5	1	-2
CC(OC(=O)c1ccccc1Br)C(=O)Nc1nc(-c2cccc([N+](=O)[O-])c2)cs1 (centres undefined)	9	-5	-5	-3	-4	-3	0	3	0
CC1CCCCC1NC(=O)c1ccc(-n2cncn2)cc1 (centres undefined)	-7	·	-3	-9	·	-6	19	·	2
COc1ccc(C(=O)Nc2ccnn2C2CCN(Cc3cnn(C)c3)CC2)cc1	-5	-3	-7	1	0	-5	7	-5	-5
O=C(NCCc1ccccc1)c1ccc(NC2=NC3CS(=O)(=O)CC3S2)cc1 (centres undefined)	1	5	4	-2	-2	6	-6	1	6
COC(=O)c1ccccc1NC(=O)c1cccnc1	3	6	5	-3	-3	0	-8	0	-2
CC(Oc1ccccc1)C(=O)NC1CCN(Cc2ccccc2)CC1 (centres undefined)	-5	3	7	-1	1	2	11	2	1
O=C(COc1ccccc1)N=C1SC2CS(=O)(=O)CC2N1c1ccc(F)cc1 (centres undefined)	1	2	7	0	0	2	14	3	6
CCn1c(=O)n(CC)c2cc(NC(=O)CSc3ccc([N+](=O)[O-])cn3)ccc21	7	17	10	-2	0	1	9	4	-6
CCOc1ccc(S(=O)(=O)NCCC(=O)N2CCCCCCC2)cc1	2	8	3	0	0	2	-1	-2	2

pPAFAH inh: what is marked active above.
| smiles | pPAFAH inh | PAFAH2 inh | PAD4 inh | PAFAH1B2 FP inh | PREPL inhibitor | PAFAH1B3 inh |
| --- | --- | --- | --- | --- | --- | --- |
| C/C(=N\NC(=O)c1ccc(-c2ccccc2)cc1)C1C(=O)c2ccccc2C1=O | 53* | 20 | -2 | 29* | 10 | 20 |

Filtered by structure, the entries above containing an aryl methoxy group.
SMILES	pPAFAH inh	GSTO1 inh	PAFAH2 inh	PAD4 inh	LYPLA1 inh	PAFAH1B2 FP inh	PREPL inhibitor	LYPLA2 counter	PAFAH1B3 inh
COc1ccc(Oc2nnnn2-c2ccccc2)cc1	7	6	-6	11	3	2	5	6	-4
COc1cc(C)c(NC(=O)C(=S)NCCc2ccccc2)cc1C	2	-6	0	-3	-2	-1	-1	-5	-2
COc1ccc(C(=O)N(CC2CCCO2)C(C(=O)NC2CCCC2)c2ccc(Cl)cc2)cc1OC (centres undefined)	3	4	-5	-1	4	1	3	1	-2
COc1ccc(NC(=O)c2cc3nc(-c4ccccc4)cc(C)n3n2)cc1OC	2	1	6	-2	3	2	32	0	6
COc1ccc(Br)cc1CN1CCN(C(=O)c2ccc(F)cc2)CC1	14	1	0	-3	-2	10	9	-1	7
COc1ccc(NC(=O)CN(C)C(=O)CNC(=O)c2cccs2)cc1	-9	1	1	-5	-1	-1	8	-1	1
COc1ccc([C@@H]2[C@@H]3C(=O)N(C(C)(C)C)C(=O)[C@@H]3[C@]3(Cc4ccc(Cl)cc4)C(=O)N(c4cccc(C)c4)C(=O)N23)cc1	5	0	5	-2	-5	6	-5	-5	2
COc1cc(NC(=O)c2ccc(=O)[nH]n2)cc(OC)c1OC	0	0	-9	3	-6	3	-4	-6	10
COc1ccc(C(=O)Nc2ccnn2C2CCN(Cc3cnn(C)c3)CC2)cc1	-5	-3	-7	1	0	-5	7	-5	-5

High-throughput results as filed in PubChem BioAssay.
